Source: PubChem BioAssay (National Center for Advancing Translational Sciences (NCATS))
TDP1 cell CPT: qHTS for Inhibitors of human tyrosyl-DNA phosphodiesterase 1 (TDP1): qHTS in cells in presence of CPT. hit rate 12% among 420,000. AID 686979, 2013. chicken DT40 Tdp1-/-;hTDP1 cells + 20 nM CPT, ATP luminescence, 48 h. Potency, µM (top dose mostly 46.2 µM), inactives show top-dose activity change, negative = growth inhibition, actives largely listed as inhibitors; note: nearly all actives have a fitted effect of over 55% in size
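Chicken DT40 Tdp1-/- cells complemented with human TDP1, 400 cells/well, exposed to compounds plus 20 nM camptothecin for at least 48 h at 37 C; viability read as ATP content by CellTiter-Glo luminescence.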
N370S GC mod: qHTS Assay for Inhibitors and Activators of N370S glucocerebrosidase as a Potential Chaperone Treatment of Gaucher Disease. Lysosomal acid glucosylceramidase (Homo sapiens), P04062. N370S GC spleen homogenate, 4MU-glucoside fluorescence. Potency, µM (highest dose often 59.4 µM), for the others: at the highest dose activity change, negative = inhibition, hits mostly inhibitors. hit rate 0.092% among 330,000. AID 2101, 2009;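 note: 0% = full enzyme activity and -100% = no enzyme basal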
FEN1 inh: qHTS Assay for the Inhibitors of Human Flap endonuclease 1 (FEN1) | P39748 | Recombinant FEN1 flap cleavage, fluorescence, 15 min | Potency, µM (doses to about 114 µM), for inactives: top-dose activity change, negative = inhibition, hits mostly inhibitors | hit rate 0.35% among 390,000 | AID 588795, 2011; note: nearly all actives have a fitted effect of over 65% in size
Target sequence (P39748 whole entry, looked up): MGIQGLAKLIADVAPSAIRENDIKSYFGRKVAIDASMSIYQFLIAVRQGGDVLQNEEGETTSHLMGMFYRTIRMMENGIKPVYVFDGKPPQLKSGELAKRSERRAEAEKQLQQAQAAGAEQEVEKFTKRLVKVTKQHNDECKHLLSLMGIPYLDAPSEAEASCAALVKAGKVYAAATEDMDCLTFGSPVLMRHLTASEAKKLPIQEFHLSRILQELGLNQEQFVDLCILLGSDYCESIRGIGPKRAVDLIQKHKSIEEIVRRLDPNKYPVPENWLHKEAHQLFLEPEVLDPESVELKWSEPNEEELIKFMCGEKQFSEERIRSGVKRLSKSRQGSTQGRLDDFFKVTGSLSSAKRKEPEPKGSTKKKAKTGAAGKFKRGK
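With each library titrated from low to high concentration, compounds met 10 nM FEN1 for 15 min at room temperature before 50 nM substrate was added; readings at 0 and 15 min fed four-parameter Hill curve fits.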
Starred values were filed as active, the others as inactive; ? = inconclusive; / = no result given; & = joins results of further samples; [ ] = dose if it differs, or a comment. Calls come from the whole dose curve; as a rule, active = well fitted curve in the direction sought with a large enough effect; inconclusive = small, poorly fitted or top-dose-only effect, or another doubt; inactive = no such curve, though single readings can be large; an effect the other way counts as inactive or inconclusive. Unless noted, % is set by controls: 0 for no effect and ±100 for the full control effect; potency is the fitted concentration of half-maximal effect. Only part of the results is shown (hit frequency here may not be typical).

Each structure is followed by: TDP1 cell CPT | N370S GC mod | FEN1 inh
[1] c1ccc(-c2nnc(SCC3CCCO3)nc2-c2ccccc2)cc1 (configuration not stated)
    ? | 23% | -8%
[2] O=C(NCC1CC1)c1cc(-c2ccccc2)nn1CC1CC(c2cccnc2)=NO1 (configuration not stated)
    -17% | / | 7%
[3] CC1CCCCN1C(=O)Cn1c(=O)oc2ccccc21 (configuration not stated)
    -1% | -15%[2.35 µM] | 0%
[4] CN(CC(=O)Nc1cccc(F)c1)C(=O)c1sc2ccccc2c1Cl
    -28% | / | -15%
[5] Cc1cc(C)nc(NC2=NCCN2C(=S)Nc2c(C)cccc2C)n1
    -12% | 2% | 8%
[6] C=CCn1c(SCc2c(C(=O)OC)sc(N)c2C(=O)OC)nnc1-c1ccc(Br)cc1
    ? | 11% | -20%
[7] Cc1ccc(CN2C(=O)C3(c4ccccc42)N(c2cccc(C(F)(F)F)c2)C(=O)CS3(=O)=O)cc1 (configuration not stated)
    ? | / | 4%
[8] COc1cc2nc(NCC(C)c3ccccc3)n3nc(-c4ccccc4)nc3c2cc1OC (configuration not stated)
    16µM* | / | 13%
[9] CCc1ccc(OCCCn2c(-c3ccc(Cl)cc3)nc3ccccc3c2=O)cc1
    -28% | / | -16%
[10] Cc1cc(C)n(S(=O)(=O)c2ccc(Cl)c(Cl)c2Cl)n1
    -19% | 20% | -1%
[11] CC(=O)NS(=O)(=O)c1ccc(NC(=O)c2ccc(Br)o2)cc1
    5% | -3% | 1%
[12] CCOC(=O)c1sc2cccc(F)c2c1S(=O)(=O)N1CCN(c2cccc(Cl)c2)CC1
    ? | / | -1%
[13] CCOC(=O)C1(C)NC(c2cccc(C)c2)C2C(=O)N(c3ccccc3)C(=O)C21 (configuration not stated)
    -6% | 11% | 4%
[14] O=C(Nc1cccc(C(F)(F)F)c1)C1CCCN(S(=O)(=O)c2cnc[nH]2)C1 (configuration not stated)
    -24% | -1% | -1%
[15] O=c1oc2c(CN3CCN(CCO)CC3)c(O)ccc2cc1-c1ccccn1
    -9% | ? | -8%
[16] CCCCC(=O)Nc1ccc(C(N)=O)cc1
    20% | 6% | -5%
[17] CCNc1ncc2nc(-c3cccs3)c(=O)n(C[C@H]3CCCO3)c2n1
    3% | -2% | /
[18] COc1ccc(CCN2C(=O)CN(C3CCCCCC3)C(=O)C2c2ccc(OC(C)C)c(OC)c2)cc1OC (configuration not stated)
    ? | / | -8%
[19] CCCC(=O)N1CCN(c2nc3ccc(F)cc3s2)CC1
    15µM* | / | -7%
[20] CCSc1cc(C)nc2ncnn12
    -13% | 12% | 2%
[21] CC(C)[C@H](N)c1nnc2n1N=C(c1ccc(Cl)cc1)CS2
    -7% | 1% | -13%
[22] O=C(CCc1ccccc1)NC(=S)Nc1ccccc1Br
    ? | -5% | -25%
[23] O=C(NNc1ncnc2c1cnn2-c1cccc(Cl)c1)c1ccco1
    -20% | 12% | -18%
[24] CNC(=S)N/N=C(\C)c1ccc(C(C)(C)C)cc1
    -6% | 6% | 2%
[25] Cc1ccc2oc(=O)c(-c3nc(-c4cccs4)no3)cc2c1
    -22% | / | 17%
[26] CCOc1cc(/C=N/NC(=O)c2ccc(O)cc2)ccc1Oc1nc(Cl)ncc1F
    21µM* | -10% | -6%
[27] CC1Cc2ccccc2N1C(=O)c1cnc2ccccn2c1=O (configuration not stated)
    -4% | -16% | 3%
[28] Cc1ccc(C(=O)Nc2cccc(-c3ccc(N4CCOCC4)nn3)c2)cc1[N+](=O)[O-]
    10µM* | -5% | -4%
[29] O=C(CN(CC1CCCO1)C(=O)CCC(=O)Nc1nccs1)NCc1ccccc1 (configuration not stated)
    -12% | -4% | 3%
[30] CC(C(=O)O)C(=O)O
    -3% | -4% | 1%

An excerpt from above with just TDP1 cell CPT and N370S GC mod:
nr | SMILES | TDP1 cell CPT | N370S GC mod
8 | COc1cc2nc(NCC(C)c3ccccc3)n3nc(-c4ccccc4)nc3c2cc1OC (configuration not stated) | 16µM* | /
9 | CCc1ccc(OCCCn2c(-c3ccc(Cl)cc3)nc3ccccc3c2=O)cc1 | -28% | /
10 | Cc1cc(C)n(S(=O)(=O)c2ccc(Cl)c(Cl)c2Cl)n1 | -19% | 20%
11 | CC(=O)NS(=O)(=O)c1ccc(NC(=O)c2ccc(Br)o2)cc1 | 5% | -3%

Later entries:
Each structure is followed by: TDP1 cell CPT | N370S GC mod | FEN1 inh
[31] O=C(/C=C/c1ccco1)NC(=S)Nc1cc(-c2nc3ccccc3s2)ccc1Cl
    12µM* | 13% | 0%
[32] COc1ccccc1CNc1nc2nc3c(c(=O)n2[nH]1)CCC3
    0% | -6% | 11%
[33] CCC(NC(=O)N(Cc1ccccc1)Cc1ccc2c(c1)OCO2)(C(F)(F)F)C(F)(F)F
    -5% | -13% | -19%
[34] COCCn1c(C)cc(C(=O)COC(=O)c2cc3c(s2)CCC3)c1C
    ? | 0% | -27%
[35] CCN1CCC(N2CCN(c3ccc(Cl)cc3)CC2)CC1
    5% | -7% | -10%
[36] CC1=Nc2ccccc2/C1=C/c1ccc(N(C)C)cc1
    -96% | / | -24%
[37] CCC(CC)CN1CCN=C1N(C)C
    -2% | 0% | -20%
[38] O=C(CSc1ccc(Cl)cc1)NN=C1CCCCCC1
    7% | -10% | 10%
[39] CC[C@@H](C)[C@H](NS(=O)(=O)c1ccc(C)cc1)C(=O)N1CCC(C(=O)NCC(=O)O)CC1
    -3% | 4% | 5%
[40] CC(NCc1ccc(S(N)(=O)=O)cc1)C(=O)N1c2ccccc2CC1C (configuration not stated)
    3% | 5% | -10%
[41] COc1ccc(Nc2nc(N3CCCC3)c3ccccc3n2)cc1
    2.6µM* | -14% | ?
[42] COc1cccc(NC(=O)C(=O)NCC(c2ccco2)N2CCc3ccccc3C2)c1 (configuration not stated)
    ? | 1% | -17%
[43] CCc1ccc(Nc2nc3ccccc3nc2NS(=O)(=O)c2ccccc2)cc1
    16µM* | / | 6%
[44] CCOc1ccc(CCNC(=O)c2ccc3c(Cl)c4c(nc3c2)CCCC4)cc1
    ? | / | 0%
[45] COCCCNC(=O)c1ccccc1NS(=O)(=O)c1ccc(C)cc1
    -12% | -15% | 1%
[46] COC(=O)Cc1ccc(NC(=S)N2CCN(C)CC2)cc1
    1% | 0% | 2%
[47] COc1cc(OC)c(/C=C/c2c3ccccc3cc[n+]2C)c(OC)c1
    0.32µM* | / | ?
[48] CC(=O)c1cccc(NC(=O)C2(c3ccccc3)CC2(Cl)Cl)c1 (configuration not stated)
    -17% | 7% | -4%
[49] Cc1ccc(N(CC(=O)NC2CCCC2)C(=O)c2ccc(C)s2)cc1
    ? | 7% | 2%
[50] CC(=O)c1cccc(NC(=O)Nc2csc3c2CCCC3)c1
    ? | 1% | 10%
[51] Cc1cc2c(SCC(=O)NC3CCCC3)ncnc2s1
    -5% | -4% | 12%
[52] O=C(c1ccc(CSc2nc3ccncc3n2Cc2cccc(F)c2)cc1)N1CCCCCC1
    ? | / | -8%
[53] CCn1c2ccccc2c2cc(CN3CCN(Cc4cc(OC)ccc4O)CC3)ccc21
    26µM* | -12% | -19%
[54] O=C(Nc1ccccn1)c1onc2c1CCCC2
    -16% | 21% | 1%
[55] COc1cc(OC)c(NC(=O)Cn2c(=O)c(C(F)(F)F)nc3ccccc32)cc1Cl
    7% | / | 2%
[56] COC(=O)c1cc2ccccc2oc1=O
    -18% | 3% | -14%
[57] CC1CCCCN1S(=O)(=O)c1ccc(C(=O)N(CCCN(C)C)c2nc3ccc(Br)cc3s2)cc1 (configuration not stated)
    21µM* | ? | -16%
[58] C[C@@]12CCC=C[C@H]1[C@H](c1ccc(C(F)(F)F)cc1)N(Cc1ccccc1)C2=O
    ? | ? | -5%
[59] CCCn1c2ccccc2c2cnn(CC(=O)NCCOC)c(=O)c21
    -19% | -1% | -2%
[60] Cc1nc2c(c(C)c1CCC(=O)NCc1ccccc1)c(=O)n(C)c(=O)n2C
    1% | / | -1%

In another format: 6 of the compounds above
entry	Compound	TDP1 cell CPT	N370S GC mod	FEN1 inh
51	Cc1cc2c(SCC(=O)NC3CCCC3)ncnc2s1	-5%	-4%	12%
52	O=C(c1ccc(CSc2nc3ccncc3n2Cc2cccc(F)c2)cc1)N1CCCCCC1	?	/	-8%
53	CCn1c2ccccc2c2cc(CN3CCN(Cc4cc(OC)ccc4O)CC3)ccc21	26µM*	-12%	-19%
54	O=C(Nc1ccccn1)c1onc2c1CCCC2	-16%	21%	1%
55	COc1cc(OC)c(NC(=O)Cn2c(=O)c(C(F)(F)F)nc3ccccc32)cc1Cl	7%	/	2%
56	COC(=O)c1cc2ccccc2oc1=O	-18%	3%	-14%

Next part:
Each structure is followed by: TDP1 cell CPT | N370S GC mod | FEN1 inh
[61] COc1ccc(NC(=O)CCCN2C(=O)CCn3nc(-c4cn(C)c5ccccc45)cc32)cc1
    23µM* | / | 14%
[62] O=S(=O)(c1ccccc1)N1CCN(CCO)CC1
    7% | 0% | -3%
[63] CN1CCN(S(=O)(=O)c2ccc(N(C)Cc3ccc(C(F)(F)F)cc3)c([N+](=O)[O-])c2)CC1
    10µM* | / | 1%
[64] CCN1CCc2nc3sc(C(=O)Nc4cccnc4Cl)c(N)c3cc2C1
    ? | -2% | 1%
[65] Cc1cc2cc(CN(Cc3cccs3)Cc3nnnn3CC3CCCO3)c(=O)[nH]c2cc1C (configuration not stated)
    ? | 16% | 4%
[66] CCC(CC)C(=O)Nc1c2cnn(-c3ccccc3)c2nc(=O)n1-c1ccccc1
    1% | 0% | 2%
[67] CCOC(=O)N1CCC(NS(=O)(=O)c2ccc3c(c2)C(C)(C)C(=O)N3C)CC1
    17% | -2% | -7%
[68] CCOc1cc(NC(=S)NCc2ccco2)c(OCC)cc1NC(=O)c1ccco1
    -16% | 11% | 1%
[69] CCOCCCn1c(SCc2nc3sc(C(=O)O)c(C)c3c(=O)[nH]2)nnc1-c1ccc(Cl)cc1
    4% | 2% | 9%
[70] COc1ccccc1OCCn1c(CCNC(=O)C2CCCCC2)nc2ccccc21
    ? | / | 2%
[71] COc1ccc(-n2nc3c(c2NC(=O)COc2ccccc2)CS(=O)(=O)C3)cc1
    -28% | -3% | 0%
[72] COc1ccc(NC(=O)c2ccco2)cc1NC(=O)c1c(F)c(F)c(OC)c(F)c1F
    10% | 3% | 2%
[73] COc1ccc(OCC(O)CNC(C)c2ccccc2)cc1 (configuration not stated)
    ? | -20% | 16%
[74] CCOc1cc(C2C3=C(CC(C)(C)CC3=O)N(C)C3=C2C(=O)CC(C)(C)C3)ccc1O
    -23% | -3% | 6%
[75] O=C1c2ccccc2CC[C@H]1CNCCc1ccc(O)cc1
    13µM* | 0% | /
[76] O=S(=O)(Cc1ccc(Cl)cc1)c1ccccc1-c1nnc(-c2ccccc2)o1
    ? | -1% | -1%
[77] Cn1c(NCc2cccc(Cl)c2)nc2ccccc21
    ? | / | -12%
[78] COc1ccc(Cl)cc1C(=O)N1CCN(Cc2ccc3c(c2)OCO3)CC1
    ? | -5% | 6%
[79] COc1ccc(NS(=O)(=O)c2ccc(NS(=O)(=O)c3ccc(SC)cc3)cc2)c(OC)c1
    -7% | ? | -12%
[80] CN1C(=O)N(CN2CCCCC2)C2C1N(C)C(=O)N2CN1CCCCC1 (configuration not stated)
    -29% | 4% | -14%
[81] Cc1ccc(NC(=O)CN2C(=O)CC(C)S(=O)(=O)c3ccccc32)cc1 (configuration not stated)
    -1% | ? | 19%
[82] CC1(c2ccccc2Cl)NC(=O)N(CC(=O)Nc2ccc3c(c2)OCO3)C1=O (configuration not stated)
    4% | -13% | 1%
[83] CCCCC(=O)NS(=O)(=O)c1ccc(N=NN2CCCCC2)cc1
    5% | -13% | 9%
[84] O=C(NC(=S)N1CCN(C/C=C/c2ccccc2)CC1)c1ccc(F)cc1
    ? | -11% | 3%
[85] COC(=O)C1=C[C@@H](C(=O)OC)C2C3=C(C(=O)[C@]2(CC(C)C)NC(=O)c2ccccc2)[C@H](C)n2c(=O)n(C)c(=O)n2[C@@H]3C1 (some centres not stated)
    / | 4% | -14%
[86] COc1ccc(C2CC(c3ccccc3)=NN2c2ccc(S(N)(=O)=O)cc2)cc1 (configuration not stated)
    -13% | ? | -7%
[87] O=C(Nc1ccc(NC(=O)c2ccc3c(c2)OCCO3)cc1)c1ccccc1
    ? | 0% | 4%
[88] COc1cc2c(cc1OC)CN(CC(=O)Nc1ccccc1C(=O)NC1CC1)CC2
    -26% | / | -15%
[89] Cc1ccc2nc(NC(=O)C3CCN(c4ncnc5sc(C)c(C)c45)CC3)sc2c1
    13µM* | -11% | -6%
[90] Cc1ccc(C)c(CN2C(=O)c3ccccc3S(=O)c3ccc(C(=O)N4CCCCC4)cc32)c1 (configuration not stated)
    16µM* | / | 0%
[91] O=C1CC(=O)C(n2cncn2)C(c2cccc(Cl)c2)C1 (configuration not stated)
    3% | -5% | -16%
[92] CCN(CC)CCNC(=O)c1ccc(Cl)c(S(=O)(=O)Nc2ccc(Cl)cc2)c1
    -12%&-16% | -3% | -3%&-2%
